Assay outcomes as filed in PubChem BioAssay.
S3 lipid droplet: qHTS Assay for Lipid Storage Modulators in Drosophila S3 Cells | Drosophila S3 cells, BODIPY lipid droplet fluorescence, 18-24 h; cells fed with added oleic acid | AID 2685 | hit rate 0.64% among 320,000 | lipid storage change, negative = inhibition, % at the top dose, mostly 46.1 µM; hits show Potency in µM; active = well fitted inhibition curve with a large enough effect in the signal ratio, with a control signal flat, not every such curve was filed as active; inconclusive = small, poorly fitted or top-dose-only effect, or effect the other way, or a change in a side signal; the % refers to the signal ratio
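Laser-scanning cytometry quantifies lipid droplet accumulation (500–530 nm total intensity; droplet/cell object ratio) in oleic acid-fed (400 uM added) Drosophila S3 cells treated with a concentration series. 20 uM Triacsin C defined 100% inhibition.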
S3 lipid droplet cell count max: also measured in S3 lipid droplet; calls as there; cell number change, %; measured here: cell count max response;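 cells counted by Cell Tracker Red CMTPX staining in the red channel; peak over a dose series mostly up to 46.1 µM; percent activity relative to internal control wells on each plate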
* = called active by the depositor; i = inactive; ? = inconclusive; nt = not tested or not shown; [ ] = dose if it differs, or a comment. % is scaled to controls: 0 for no effect and ±100 for the full control effect; potency is read from the fitted curve at half-maximal effect.

Order of results – S3 lipid droplet, S3 lipid droplet cell count max
O=C(COC(=O)c1cc(S(=O)(=O)N2CCCCC2)ccc1N1CCOCC1)NC1CCS(=O)(=O)C1 (stereo unspecified)
→ ?, nt
CC1CCCCN1CCCNC(=O)C1CCCN(c2ncnc3c2nc2n3CCCCC2)C1 (stereo unspecified)
→ ?, nt
Cc1ccsc1C(=O)Nc1nccs1
→ i, 5.8
CCN(CC)S(=O)(=O)c1cccc(C(=O)OCc2cc(=O)n3nc(C)sc3n2)c1
→ ?, nt
COc1ccc(C(=O)NC(C)C2CC3CCC2C3)cc1 (stereo unspecified)
→ -11.7%, 4.9
COC(=O)N/N=C/c1cn(Cc2ccccc2Cl)c2ccccc12
→ 26.8%, -9.9
Cc1cc(C(=O)N2CCc3ccccc3C2)on1
→ ?, nt
CCC(c1nnnn1Cc1ccco1)N(Cc1cc2cc(C)cc(C)c2[nH]c1=O)CC1CCCO1 (stereo unspecified)
→ ?, nt
O=S(=O)(NCCCCCNS(=O)(=O)c1c(F)cccc1F)c1ccc2c(c1)OCCO2
→ ?, nt
Cc1ccccc1Nc1nc(N)nc(-c2oc3ccccc3c2C)n1
→ 4.4%, 3.4
O=C(CC1C(=O)NCCN1Cc1cccc(F)c1)NC1CCC1 (stereo unspecified)
→ ?, nt
O=C(c1cc2ccccc2o1)N1CCN(S(=O)(=O)c2c(F)cccc2F)CC1
→ ?, nt
Cc1ccc(-n2nc(C)c(C(=O)Nc3cccc(C(=O)NC4CC4)c3)n2)c(C)c1
→ ?, nt
Clc1ccccc1Cc1noc(CN2CCCCC2CCc2ccccn2)n1 (stereo unspecified)
→ ?, nt
C/C(=N\Nc1ccc(Cl)c(C(=O)O)c1)c1ccc[nH]1
→ 7.0%, -0.7
CCN(CC(=O)Nc1c(F)cccc1F)C(=O)CSc1ccc(F)cc1
→ ?, nt
C[C@@H](NC(=O)c1nc[nH]c1C(=O)N[C@H](C)c1ccccc1)c1ccccc1
→ ?, nt
CC1=NN(C(=O)c2ccccc2Cl)C(O)(c2cccnc2)C1 (stereo unspecified)
→ -5.2%, -13.3
Nc1nc(CSc2nc3ccccc3[nH]2)nc(N2CCOCC2)n1
→ ?, nt
O=c1c(-c2cnn(-c3ccccc3)c2)coc2cc(O)ccc12
→ -11.5%, -14.7

Later entries
Order of results – S3 lipid droplet, S3 lipid droplet cell count max
COc1ccc(CNCCCO)cc1OC
→ 3.1%, 10.6
CCn1c(C)csc1=NC(=O)c1ccccc1O
→ i, nt
CCOc1ccc(C(=O)NNC2CC(=O)N(CCc3ccccc3)C2=O)cc1OC (stereo unspecified)
→ ?, nt
CC1CCCN(CC(O)COC(c2ccccc2)c2ccccc2)C1 (stereo unspecified)
→ 2.2%, 17.2
CSc1nc(NCc2ccccc2)c2c3c(sc2n1)CN(C)CC3
→ i, nt
O=C1c2cccc3cc(Br)cc(c23)C(=O)N1Nc1ccccc1
→ 2.6%, nt
Cc1ccc(C(C)(C)C)cc1S(=O)(=O)N1CC(=O)Nc2ccccc21
→ ?, nt
COc1ccccc1C(=O)Nc1nc(-c2ccc(S(=O)(=O)N3CCOCC3)cc2)cs1
→ ?, nt
CSCCC(NC(=O)c1ccco1)C(=O)OCC(=O)N(Cc1ccccc1)C(C)(C)C (stereo unspecified)
→ ?, nt
O=C(C1CCN(S(=O)(=O)c2cnc[nH]2)CC1)N(CCc1ccccc1)Cc1ccccc1
→ ?, nt
Cc1ccc(C)c(C(=O)COC(=O)c2cc([N+](=O)[O-])ccc2NCCO)c1
→ -1.7%, 12.4
O=C(COC(=O)c1n[nH]c2ccccc12)NC(=O)NCc1ccco1
→ 26.6%, -6.9
COc1ccccc1C(=O)NCC(=O)OC(C)C(=O)N1CCOCC1 (stereo unspecified)
→ -3.5%, -8.7
COC(=O)C1CCCCN1C(=O)c1ccc(OC2CCN(C(C)=O)CC2)c(OC)c1 (stereo unspecified)
→ ?, nt
COCCCn1c(C)cc(C(=O)CN2c3cccc4cccc(c34)S2(=O)=O)c1C
→ -9.3%, -24.4
Cc1cc(OC(C)C(=O)NCCCN2CCCC2=O)c2c(C)c(C)c(=O)oc2c1 (stereo unspecified)
→ i, -12.4
CC(=O)Nc1ccc(S(=O)(=O)CCC#N)cc1
→ -2.9%, -3.5
CN1CCN(S(=O)(=O)c2ccc(Cl)s2)CC1
→ ?, nt
CCN(CC(=O)Nc1c(F)cccc1F)C(=O)c1cc(S(=O)(=O)N(CC)CC)ccc1N1CCCCC1
→ -8.2%, 2.2
CCn1c(SCC(=O)OC)nc2cc(S(=O)(=O)N3CCOCC3)ccc21
→ 18.0%, 17.8

Other entries
Order of results – S3 lipid droplet, S3 lipid droplet cell count max
Cc1cccc(-c2nc(C#N)c(N3CCCCC3)o2)c1
→ 8.1%, 14.5
Cc1ccc2nc(NC(=O)C3CCN(S(=O)(=O)c4cccnc4)CC3)sc2c1
→ -7.0%[9.22 µM], 0.3
Cn1cnnc1SCC(=O)Nc1ccc(Cl)cn1
→ ?, nt
Cc1cc(Cl)ccc1-n1c(-c2cccnc2)n[nH]c1=S
→ -8.4%, 5.9
Cc1cc(NC(=O)COC(=O)C2=COCCO2)c([N+](=O)[O-])cc1C
→ -20.1%, 18.6
O=C(COC(=O)/C=C/c1ccc(OC(F)F)cc1)Nc1ccc(S(=O)(=O)N2CCCC2)cc1
→ ?, nt
COc1ccc(N(CC(=O)NC(C)c2ccccc2)S(=O)(=O)c2ccc(C)cc2)cc1 (stereo unspecified)
→ ?, nt
COCC(=O)Nc1nnc(Cc2ccc(OC)c(OC)c2)s1
→ 19.9%, 15.5
O=C(NCCc1ccccc1)/C(=C\c1ccccc1)NC(=O)c1ccco1
→ 23.8%, 7.1
COc1ccc(NC(=O)CN2C(=O)CC(C)(C)S(=O)(=O)c3ccccc32)cc1
→ 0.1%[9.22 µM], 6.8
CCCOc1ccc(CN2CCOCC2)cc1OC
→ 7.6%, 0.4
CC(C)S(=O)(=O)C1=NSC2=NC(=O)/C(=C\c3ccc(-c4cccc(C(=O)O)c4)o3)C(=N)N21
→ ?, nt
CCOC(=O)c1c(C)[nH]c(C(=O)CN2CC(C)OC(C)C2)c1C (stereo unspecified)
→ ?, nt
COc1cccc(CNc2nccs2)c1O
→ 7.2%, 8.0
CC(=O)C(Sc1ncnc2c1nnn2-c1ccc(F)cc1)C(=O)N(C)C (stereo unspecified)
→ ?, nt
COC(=O)C(C)Oc1ccc2c(c1)O/C(=C\c1cccc(Br)c1)C2=O (stereo unspecified)
→ 25.7%, -19.1
Cc1nc2ccccc2n1CC(=O)N/N=C\C=C\c1ccccc1
→ 16.6%, -27.3
Cc1ccc(-n2nnnc2SCC(N)=O)c(C)c1
→ ?, nt
CC1(C)Oc2ccc(C(=O)N3CCCCC3)cc2N(CC(=O)NCc2ccccc2)C1=O
→ i, 18.5
CC(=O)c1cccc(N2C(=NC(=O)C(C)C)SC3CS(=O)(=O)CC32)c1 (stereo unspecified)
→ 10.6%, 10.3

Carrying on.
Order of results – S3 lipid droplet, S3 lipid droplet cell count max
COc1ccc2nc(NC(=O)c3ccccc3O)sc2c1
→ -12.4%, -2.6
O=C(Cn1cc(C(F)(F)F)ccc1=O)Nc1cc(S(=O)(=O)N2CCOCC2)ccc1Cl
→ ?, nt
Cc1ccc(S(=O)(=O)NC(C)C(=O)NC2CC2)cc1 (stereo unspecified)
→ ?, nt
CC(C)c1nc(CNC(=O)CCc2nnc(-c3ccsc3)o2)cs1
→ -3.9%, -12.5
COC(=O)c1sc(NC(=O)C2CCCCC2C(=O)O)c(C(=O)OC)c1C (stereo unspecified)
→ 20.4%, -12.0
COc1ccc(OC)c(C(=O)c2ccc(C(=O)O)cc2)c1
→ ?, nt
O=C(CCNS(=O)(=O)c1ccc2c(c1)CCC(=O)N2)Nc1ccc2c(c1)OCCO2
→ -3.8%, -2.6
CCSc1nc2c(cnn2-c2ccc(C)cc2)c(=O)[nH]1
→ 24.7%, -0.1
CC(=O)Oc1ccc(C(=O)Cc2ccccn2)c(O)c1
→ ?, nt
CC(C)(CNC(=O)CNC(=O)c1ccccc1F)N1CCOCC1
→ ?, nt
Cc1cc(NC(=O)c2cnccn2)no1
→ -0.4%, 2.0
COCCNC(=O)c1ccc(NC(C)=O)cc1
→ i, 8.1
COCCCNC(=O)c1cc2c(s1)CS(=O)(=O)C2
→ ?, nt
COc1ccc(NC(=O)CSCC(=O)Nc2ccc(S(=O)(=O)N3CCCC3)cc2)cc1
→ -15.7%[0.369 µM], nt
N#CC1(C#N)CC(C=O)=C(N)C1(C#N)CC(=O)C12CC3CC(CC(C3)C1)C2 (stereo unspecified)
→ ?, nt
CC(=O)Nc1ccc(C(=O)OCC(=O)NCc2ccc(Cl)cc2)cc1
→ ?, nt
Cc1ccc(C(=O)Nc2ccc3c(c2)nc(CCNC(=O)c2ccco2)n3C)cc1
→ ?, nt
CCc1nnc(NS(=O)(=O)c2ccc(NC(=O)/C=C/c3ccccc3Cl)cc2)s1
→ -1.0%, 19.1
Cc1cc(C)c2c(-n3cccc3)n[nH]c2n1
→ ?, nt
Cc1nnc(N/N=C\c2ccc(-c3cccc(C(=O)O)c3)o2)n1N
→ i, nt

New compounds follow.
Order of results – S3 lipid droplet, S3 lipid droplet cell count max
O=C(COC(=O)/C=C/c1ccc([N+](=O)[O-])cc1)Nc1ccc(F)cc1
→ 1.7%, 3.9
O=C(c1ccccc1)N1CCN(c2ncccn2)CC1
→ ?, nt
COc1cc(NC(=O)c2cc3ccccc3cc2O)c(OC)cc1Cl
→ ?, nt
CNc1ccc(Oc2c(F)c(F)nc(F)c2F)cc1
→ 5.6%, -27.7
CCN(C(=O)c1cn(C)c(=O)c2cc(OC)c(OC)cc12)c1ccccc1C
→ i, nt
CCOc1ccc(CNC(c2ccccc2)c2ccccc2)cc1
→ ?, nt
CCCN(CC(=O)Nc1ccccc1C)C(=O)CCl
→ ?, nt
O=S(=O)(Nc1cccc(-n2cnnn2)c1)c1ccccc1F
→ ?, nt
CC(C)c1ccc(S(=O)(=O)c2cn(Cc3ccc(F)cc3)c3cc4c(cc3c2=O)OCO4)cc1
→ ?, nt
CCCn1nc(Oc2nc(N(C)C)nc(N(C)C)n2)ccc1=O
→ -0.2%, -9.4
CN(c1ccc(C(=O)N2CCOCC2)cc1)S(=O)(=O)c1ccc(Cl)cc1
→ ?, nt
CCOc1ccc(NC(C)c2cc(Cl)ccc2O)cc1 (stereo unspecified)
→ ?, nt
Cc1ccnc(NC(=O)c2ccc(Cl)c(NC(=O)CCc3ccccc3)c2)c1
→ ?, nt
O=C(c1ccc(=O)[nH]c1)N(Cc1ccco1)C1(C(=O)NC2CCCC2)CCCCC1
→ ?, nt
COC(=O)c1sc(NC(=O)/C=C/c2ccc(C)cc2)nc1C
→ ?, nt
CCOc1cc(C2NC(=S)NC(C)=C2C(=O)Nc2ccccc2)ccc1O (stereo unspecified)
→ ?, nt
CC(Sc1n[nH]c(N)n1)c1nc2scc(-c3cccs3)c2c(=O)[nH]1 (stereo unspecified)
→ i, 4.7
O=C(CSc1nnc(SCc2ccccc2)s1)N/N=C/c1ccc(C(=O)O)cc1
→ 3.9%, 8.3
CCOc1ccc(-c2ccc(/C=C3/C(=N)N4C(C)=CSC4=NC3=O)o2)c([N+](=O)[O-])c1
→ ?, nt
O=C(N/N=C\c1ccco1)c1cncc(Br)c1
→ ?, nt

The list goes on; it opens with the 3 that closed the last part.
Order of results – S3 lipid droplet, S3 lipid droplet cell count max
O=C(CSc1nnc(SCc2ccccc2)s1)N/N=C/c1ccc(C(=O)O)cc1
→ 3.9%, 8.3
CCOc1ccc(-c2ccc(/C=C3/C(=N)N4C(C)=CSC4=NC3=O)o2)c([N+](=O)[O-])c1
→ ?, nt
O=C(N/N=C\c1ccco1)c1cncc(Br)c1
→ ?, nt
COc1ccc(NC(=O)CN2CCN(c3nc(-c4cccc(OC)c4)cs3)CC2)cc1
→ ?, nt
COc1ccc(S(=O)(=O)n2c(CCN3CCOCC3)nc3ccccc32)cc1
→ i, -0.1
Nc1nccc(-c2ccc(-n3cnc4ccccc43)cc2)n1
→ 21.1%, 23.5
COc1cc2c(cc1OC)/C(=C/C(=O)N1CCOCC1)NC(C)(C)C2
→ i, nt
COc1ccc(OC)c(S(=O)(=O)Nc2cccc(-c3ccc4nncn4n3)c2)c1
→ 3.6%[9.22 µM], 16.8
O=C(CCCOc1ccc(Cl)cc1Cl)NCCc1ccccn1
→ ?, nt
CN(C)CC(C)(C)CNS(=O)(=O)CC12CCC(CC1=O)C2(C)C (stereo unspecified)
→ ?, nt
Cc1csc(SCC(=O)NC(=O)NC(C)(C)C)n1
→ 0.1%, 11.3
O=C(NCc1ccco1)c1ccccc1Br
→ ?, nt
CCOC(=O)c1ccc(NC(=O)NCc2c(C)nn(CC)c2C)cc1
→ 13.2%, -1.4
CCCc1cc(=O)oc2cc(C)cc(OCC(=O)NCC(O)c3ccccc3)c12 (stereo unspecified)
→ ?, nt
COc1cc(NC(=O)c2cccc(F)c2)ccc1NC(=O)c1cc2ccccc2o1
→ ?, nt
Cc1ccc(NC(=O)COC(=O)/C=C/c2cccs2)c(C)c1
→ 6.1%, -1.6
O=C(CSc1nnc(COc2ccccc2)o1)c1ccccc1
→ ?, nt
O=S(=O)(Nc1ccccc1N1CCCCC1)c1ccc(F)cc1
→ ?, nt
COc1ccc(-c2sccc2C(C)C(=O)O)cc1 (stereo unspecified)
→ ?, nt
Cc1cccc(C(=O)NC(=S)NNC(=O)COc2c(C)cccc2C)c1
→ ?, nt
Cc1ccc(NC(=O)[C@H](C)NC(=O)C2CCN(C(=O)[C@@H](N)C(C)C)CC2)cc1
→ ?, nt
CCc1ccc(NC(=O)C2CCCN(S(=O)(=O)c3ccc4c(c3)CC(C)N4C(C)=O)C2)cc1 (stereo unspecified)
→ i, 3.3

An excerpt, so the mix of outcomes need not match the whole.
